From PubChem
L major viab = Leishmania major promastigote growth inhibition, primary screen | hit rate 9% among 200,000 | inhibition, % at 10 µM | Leishmania major promastigotes, resazurin fluorescence viability; in the data active means inhibition above about 50%;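 further: promastigotes grown with compound for 44 hours at 28 °C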
PMI act = activators of human PMI, primary screen, biochemical, fluorescence intensity, near-Km mannose 6-phosphate. purified human PMI, coupled resazurin fluorescence, 20 min; hits give high values; 1 = vehicle control, 0 substrate-free wells. hit rate 0.005% among 190,000. Mannose-6-phosphate isomerase (Homo sapiens), P34949. activation factor at 20 µM. AID 1214, 2008;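 active means activation factor of 2 or more at 20 µM, relative to plate controls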
Target sequence (P34949 whole entry, looked up): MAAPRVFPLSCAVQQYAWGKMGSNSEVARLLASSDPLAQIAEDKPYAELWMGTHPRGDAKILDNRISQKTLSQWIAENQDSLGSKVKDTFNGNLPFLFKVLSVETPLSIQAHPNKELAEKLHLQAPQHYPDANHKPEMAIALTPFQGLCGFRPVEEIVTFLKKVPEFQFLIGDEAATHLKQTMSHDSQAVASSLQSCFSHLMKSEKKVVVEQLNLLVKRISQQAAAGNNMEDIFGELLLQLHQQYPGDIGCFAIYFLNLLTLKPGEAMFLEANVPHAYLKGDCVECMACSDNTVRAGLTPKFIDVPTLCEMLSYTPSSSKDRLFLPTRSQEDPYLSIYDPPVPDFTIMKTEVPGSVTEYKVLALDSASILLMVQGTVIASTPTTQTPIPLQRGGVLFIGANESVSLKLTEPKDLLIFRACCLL
TNAP act hi DEA = TNAP activators at high phosphate acceptor level, primary screen, biochemical, luminescence, uHTS; purified TNAP, CDP-star luminescence, 1 M DEA, 30 min; hits give high values; 0 = EDTA background, 1 = DMSO-only activity; activation factor at 20 µM; 200,000 tested, under 10 active; AID 1136, 2008;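 active means activation factor at least 2 at 20 µM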
Target sequence (P05186 whole entry, looked up): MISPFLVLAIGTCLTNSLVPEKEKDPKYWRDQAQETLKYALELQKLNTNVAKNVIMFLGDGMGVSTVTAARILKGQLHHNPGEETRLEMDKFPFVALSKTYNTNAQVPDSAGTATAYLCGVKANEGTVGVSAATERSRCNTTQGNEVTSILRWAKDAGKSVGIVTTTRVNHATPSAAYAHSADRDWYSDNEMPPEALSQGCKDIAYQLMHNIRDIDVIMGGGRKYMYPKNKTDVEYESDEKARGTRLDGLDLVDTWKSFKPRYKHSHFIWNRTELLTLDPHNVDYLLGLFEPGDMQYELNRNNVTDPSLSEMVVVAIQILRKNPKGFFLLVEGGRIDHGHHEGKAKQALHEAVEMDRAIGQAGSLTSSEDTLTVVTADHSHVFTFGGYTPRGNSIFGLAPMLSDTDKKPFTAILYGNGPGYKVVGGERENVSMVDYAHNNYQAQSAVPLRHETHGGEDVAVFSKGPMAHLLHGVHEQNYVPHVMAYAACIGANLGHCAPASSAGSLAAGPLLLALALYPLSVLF
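Test system – human TNAP · Doses – 20 µM single point · Incubation – 30 min, room temperature · Signal – luminescent substrate turnover signal · Read-out basis – activation factor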
TNAP inh hiacc = human TNAP enzyme inhibitors, primary screen, biochemical, luminescent, high phosphate acceptor level, uHTS; hit rate 0.03% among 200,000; AID 1135, 2008; purified TNAP, CDP-star luminescence, 1 M DEA; inhibition, % at 20 µM; Alkaline phosphatase, tissue-nonspecific isozyme (Homo sapiens), P05186;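 active means over 50% inhibition of tissue-nonspecific alkaline phosphatase at 20 µM in the single-dose screen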;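 further: plate controls were DMSO wells for no effect and EDTA-quenched wells as full inhibition for full effect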
PMI act hi M6P = human PMI activators, high substrate, primary screen, biochemical, fluorescence intensity, near-saturating mannose 6-phosphate | AID 1216, 2008 | coupled PMI enzyme assay, resazurin fluorescence, 20 min; hits give high values; 1 = untreated enzyme, 0 = substrate-free blank | activation factor at 20 µM | Mannose-6-phosphate isomerase (Homo sapiens), P34949 | hit rate 0.34% among 190,000;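 active means activation factor of 2 or more at 20 µM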
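Material: human phosphomannose isomerase with PGI, G6PDH, diaphorase coupling enzymes. Quantity: 15 ng/mL PMI. Medium: HEPES pH 7.4 buffer with MgCl2 and Tween-20. Reagent: Near-saturating mannose-6-phosphate, 1.0 mM. Compound: 20 µM single dose. Times: enzyme reaction with compound 20 min at room temperature. Detection: resorufin fluorescence at Ex 544/Em 590 nm.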
bIAP act = bovine intestinal alkaline phosphatase activators, primary screen, biochemical, bovine IAP, CDP-star luminescence; alkaline phosphatase, intestinal [Bos taurus]; purified bovine IAP, 30 min; hits give high values; fold of DMSO-control signal, blank-subtracted; activation factor at 20 µM; hit rate 0.17% among 200,000;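 active means activation factor of 2 or more at 20 µM, a signal rise over negative controls twice the positive control's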
bIAP inh = bovine intestinal alkaline phosphatase inhibitors, primary screen, selectivity assay for TNAP inhibitor project, biochemical, bovine IAP, CDP-star luminescence; purified bovine IAP, 30 min; inhibition, % at 20 µM; 190,000 tested, under 10 active;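 active means over 50% inhibition of intestinal alkaline phosphatase at 20 µM in the single-dose screen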
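System: purified bovine intestinal alkaline phosphatase (IAP) enzyme; Input: IAP diluted 1/65,000,000 in the well; Measured by: CDP-star luminescence signal; Compound dosing: 20 µM single dose; Incubation: 30 min reaction at room temperature.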
Diaphorase act = compounds boosting diaphorase resazurin reduction – biochemical, uHTS, resorufin fluorescence, counter-screen for diaphorase-coupled primary assays, primary screen. Diaphorase/resazurin coupled assay, 16 min; hits give high values; 1 = vehicle wells, 0 = NADH-free wells. activation factor at 20 µM. hit rate 0.005% among 190,000. AID 1229, 2008;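 active means diaphorase activity raised at least twofold by the compound at 20 µM; inactive means activation factor below 2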
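Assay system: Purified diaphorase enzyme from Clostridium kluyveri | Amount: Enzyme 0.07 U/mL final | Dosing: Compound 20 µM once, DMSO 1% | Timing: 16 min reaction at room temperature | Detection: Fluorescence, excitation 544 nm and emission 590 nm | Evaluation: Higher resorufin formation from activation or reduction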
Diaph inh CS = diaphorase inhibitors and chemical oxidizers, primary screen, counter-screen for diaphorase-coupled primary assays, biochemical, uHTS, resorufin fluorescence; inhibition, % at 20 µM; diaphorase resazurin-to-resorufin fluorescence, NADH, 16 min; bacterial (C. kluyveri) enzyme, not human; AID 1217, 2008; hit rate 0.69% among 190,000;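 active means primary screen inhibition at 20 µM above a set limit, cut at about 50% in these data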;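 further: plate controls were DMSO with full reaction for no effect and wells lacking NADH for full effect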
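controls = No-NADH positive control and DMSO neutral control | system = Clostridium kluyveri diaphorase enzyme | timing = reaction incubation of 16 min at room temperature | signal = resorufin fluorescence 544/590 nm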
TNAP inh noacc = human TNAP enzyme inhibitors, primary screen, biochemical, luminescent, no phosphate acceptor, uHTS; Alkaline phosphatase, tissue-nonspecific isozyme (Homo sapiens), P05186; hit rate 0.26% among 200,000; purified TNAP, CDP-star luminescence, 30 min; inhibition, % at 20 µM;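 active means tissue-nonspecific alkaline phosphatase inhibition above about 50% at 20 µM in the single-dose screen, limit read from the data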;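 further: 0% = DMSO negative control and 100% = EDTA positive control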
* = called active by the depositor.

SMILES	L major viab	PMI act	TNAP act hi DEA	TNAP inh hiacc	PMI act hi M6P	bIAP act	bIAP inh	Diaphorase act	Diaph inh CS	TNAP inh noacc
COC(=O)Nc1nc(-c2ccc(F)cc2)c(C)s1	6	1	1	-3	1	1	-2	0.9	12	-24
CCC(=O)NC(=S)Nc1ccc(NC(=O)c2ccco2)c(Cl)c1	-3	1	1	-3	1.1	1.2	-16	1.2	-15	-11
O=C(O)CSC(NC(=O)c1cccnc1)(C(F)(F)F)C(F)(F)F	-4	0.9	1	-2	0.9	0.9	6	0.9	9	-9
CCc1oc(C(=O)O)cc1CN(CC)CC	2	0.9	1	-1	0.9	1	4	0.9	8	-9
Cc1nn(-c2ccccc2)c(Cl)c1C1C(C#N)=C(N)Oc2c1c(C)nn2-c1ccccc1 (stereo unspecified)	27	1	1.1	-6	0.9	0.9	5	0.7	28	-4
O=C(CSc1nc2ccccc2c(=O)n1-c1ccccc1)N1CCCc2ccccc21	13	0.9	1	-4	1	0.8	20	0.9	14	-5
CCCC(C(=O)NC1CCCC1)N(C(=O)Cn1nnc(-c2ccc(C)o2)n1)C1CCCC1 (stereo unspecified)	3	1	1.1	-5	1.1	1.1	-11	0.8	24	-12
Cc1csc(NC(=O)c2ccc(S(C)(=O)=O)cc2)n1	11	0.9	1	-3	0.9	1.1	-12	1	2	-14
CCc1nccn1S(=O)(=O)c1ccc2ccc(C)cc2c1	-1	0.9	1	2	1.1	0.9	14	0.8	17	-6
CSc1nc2c(c(=O)[nH]1)C(c1ccccc1Cl)CC(=O)N2 (stereo unspecified)	-7	1.1	1	-5	1.1	1	4	0.9	6	-14
CCCC1CCC(C(=O)Nn2c(C)nc3ccccc3c2=O)CC1 (stereo unspecified)	-6	1	1	-3	1.1	0.9	9	0.9	7	-12
Cc1ccc(NC(=O)c2cncc(Br)c2)c(O)c1	3	1	1	0	0.9	1	4	0.9	7	-7
CCn1c(CSc2ncccn2)nnc1SCC(=O)N1c2ccccc2CC1C (stereo unspecified)	2	0.9	1	-4	1	1.1	-13	0.9	10	-6
CCc1nc(SCC(=O)N2c3ccccc3Sc3ccccc32)c2ccccc2n1	40	1	1.1	-8	0.9	0.8	21	0.8	23	-1
CC(C)Oc1ccc(NC(=O)c2ccncc2)cc1	-2	0.8	1	-2	0.9	1	5	0.8	21	-10
CCn1c(Cn2nnc(-c3ccccc3)n2)nnc1SCc1ccc(Cl)c(Cl)c1	0	1.2	1.1	-7	1.3	0.9	5	0.7	28	-12
CC1(C)Cc2c(c(N3CCOCC3)nc3sc4c(NN)ncnc4c23)CS1	97*	1.1	1	-4	1	1	0	1	4	4
Cc1ccc(N2C(=O)c3ccccc3C2=O)cc1C	-7	0.9	1	3	0.9	1	-4	0.9	7	-3
Cc1ccc(S(=O)(=O)N(C)Cc2ccc(C(=O)N/N=C3\CCCC(=O)C3)cc2)cc1	8	1	1	1	0.9	1	4	0.9	6	-10
CCCc1nc2oc3c(OC)ncnc3c2c2c1COC(C)(C)C2	12	1	1	-1	1	1	-1	0.6	37	-18

By substructure, those above containing fluorine
SMILES	L major viab	PMI act	TNAP act hi DEA	TNAP inh hiacc	PMI act hi M6P	bIAP act	bIAP inh	Diaphorase act	Diaph inh CS	TNAP inh noacc
COC(=O)Nc1nc(-c2ccc(F)cc2)c(C)s1	6	1	1	-3	1	1	-2	0.9	12	-24
O=C(O)CSC(NC(=O)c1cccnc1)(C(F)(F)F)C(F)(F)F	-4	0.9	1	-2	0.9	0.9	6	0.9	9	-9

A different layout for some results above.
structure,L major viab,PMI act,TNAP act hi DEA,TNAP inh hiacc,PMI act hi M6P,bIAP act,bIAP inh,Diaphorase act,Diaph inh CS,TNAP inh noacc
CCCC1CCC(C(=O)Nn2c(C)nc3ccccc3c2=O)CC1 (stereo unspecified),-6,1,1,-3,1.1,0.9,9,0.9,7,-12
Cc1ccc(NC(=O)c2cncc(Br)c2)c(O)c1,3,1,1,0,0.9,1,4,0.9,7,-7
CCn1c(CSc2ncccn2)nnc1SCC(=O)N1c2ccccc2CC1C (stereo unspecified),2,0.9,1,-4,1,1.1,-13,0.9,10,-6

The list goes on.
SMILES	L major viab	PMI act	TNAP act hi DEA	TNAP inh hiacc	PMI act hi M6P	bIAP act	bIAP inh	Diaphorase act	Diaph inh CS	TNAP inh noacc
C/C(=N/NC(=O)c1ccc(Br)o1)C(C)C	-11	1	1.1	-8	1	0.8	20	0.8	17	-10
OCC1(Cc2cccc(Cl)c2)CCCN(Cc2cnn(-c3ccccc3)c2)C1 (stereo unspecified)	85*	1	1.1	-5	1.3	1	2	0.8	19	-6
Cc1ccc(Nc2nc(=O)[nH]nc2C)cc1	-5	1	1	-4	1	1	2	0.9	6	-8
CCCCNCC(=O)Nc1sc(C)c(C)c1C(=O)OCC	4	0.9	1	-5	0.9	0.9	7	0.8	24	-6
CCCOc1ccc(-c2nnn(CC(=O)c3c[nH]c4ccccc34)n2)cc1	1	1	1	-3	1.1	0.8	17	1	0	-14
Cc1ccc(NC(=O)CSc2nnc(-c3cccnc3)n2-c2ccc(C)cc2)cc1	-3	1.1	1.1	-5	1.1	0.9	14	0.9	6	-6
Cc1ccc(O)c(C2=Nc3ccccc3N=C(c3cccs3)C2)c1	4	0.9	1	0	0.9	1	-2	0.9	10	-8
CC(=O)c1cccc(NC(=O)c2cc(-c3ccc(C)cc3)on2)c1	62*	0.9	1	1	0.9	0.7	34	0.9	8	-3
Cc1ccc(NC(=O)CCN2CCN(C/C=C/c3ccccc3)CC2)cc1	94*	1.1	1	-4	1	0.9	5	0.9	8	1
O=C(CSc1ccccn1)Nc1ccc2ccccc2c1	4	0.8	1	-1	0.9	0.8	18	0.8	21	-6
Cc1ccc(S(=O)(=O)N2CCOCC2)cc1C(=O)NCc1cccnc1	2	1	1.1	-8	1.1	0.8	22	1.1	-7	-12
c1nc(NCCN2CCOCC2)c2sc3nc(N4CCOCC4)c4c(c3c2n1)CCC4	17	1.1	1.1	-7	1	1	-2	0.9	8	-9
O=C1Nc2ccc(Br)cc2C1(O)Cc1ccccn1 (stereo unspecified)	-7	1.1	1	-3	1.1	1	0	1.1	-6	-6
CS(=O)(=O)N1CCC(C(=O)O)CC1	-5	0.9	1	-3	0.9	0.9	6	0.9	7	-6
Cc1nc(N)sc1-c1csc(NCc2ccccc2)n1	5	0.9	1	0	0.6	1	3	0.9	9	-14
COc1ccccc1C(=O)Nc1nnc(-c2ccc(F)cc2)o1	15	0.9	1	-5	0.9	1.1	-7	0.8	23	-17
COc1ccc(N2C(=O)C3CCCN3C2c2ccccc2F)cc1 (stereo unspecified)	-5	0.9	1	-4	0.9	1	0	0.8	20	-13
CC(=O)N1CCN(Cc2nc3scc(-c4ccccc4)c3c(=O)[nH]2)CC1	-10	1	1	-5	0.9	1.2	-15	0.9	13	-4
CC(C)[C@H](NS(=O)(=O)c1ccccc1)C(=O)OCn1nnc2ccccc2c1=O	-2	1	1	-4	1	0.8	17	0.9	13	-16
Cc1cc(C)c2c(N)c(C(=O)NNC(=O)c3ccccc3)sc2n1	3	1	1	1	1	1	-4	0.9	13	-18
CCOc1ccc2nc(SCC(=O)N3c4ccccc4Sc4ccccc43)c(C#N)cc2c1	62*	1	1.1	-8	0.9	0.8	25	0.8	19	-10
CC(=O)Nc1ccc2c(c1)C(=O)N(C1CCCCC1)C2=O	-1	0.9	1	-5	0.9	0.9	7	0.8	23	-7
Cc1ccc(C(=O)NCC2CCCO2)o1 (stereo unspecified)	-5	1	1	0	1	0.9	11	0.9	5	-2
CC(C)(C)SCCNC(=O)CN(c1ccc(F)c(Cl)c1)S(C)(=O)=O	-3	1.2	1	-4	1.1	0.9	8	1	4	5
CCOc1ccc(C(=O)NCc2ccccc2OC)cc1	-4	1	1	-1	1	0.9	10	0.9	13	-1
CC(C)[C@H](NS(=O)(=O)c1ccccc1)C(=O)OCC(=O)N1N=C(c2ccc(Cl)cc2)CC1c1ccco1 (stereo partly specified)	13	0.8	1	-2	0.9	0.9	6	0.8	24	-11
CC(NC(=O)CN1C(=O)NC(Cc2ccccc2)(Cc2ccccc2)C1=O)C12CC3CC(CC(C3)C1)C2 (stereo unspecified)	24	0.9	1.1	-10	0.9	1.1	-5	0.8	21	-14
Cn1c(=O)oc2cc(S(=O)(=O)NCCN3CCCCCC3)ccc21	48	0.9	1	-4	1	0.9	6	1	1	-6
CC(=O)N1CC2(C)CN(C(C)=O)CC(C)(C1)C2O (stereo unspecified)	-2	0.9	1.1	-7	0.9	1	1	0.9	14	-16
COc1ccc(N2CCN(C(=O)NC3CCCCC3)CC2)cc1	-3	0.9	1	-4	0.7	1.1	-12	0.8	18	-10
Cn1cc(C(=O)C(=O)N2CCCc3ccccc32)c2ccccc21	20	1.1	1	0	1.1	0.9	13	0.9	7	-8
N#C/C(=C\c1c(N2CCCCC2)nc2ccccn2c1=O)C(=O)NC1CCS(=O)(=O)C1 (stereo unspecified)	56*	0.9	1	-4	0.8	1	4	0.8	20	-3
CC(C)[C@H](CN(N=O)[C@@H](Cc1ccccc1)CN(C)N=O)N(CCc1ccccc1)N=O	-6	0.9	1	-4	1	1	5	0.8	19	-6
COc1ccccc1-c1cc(C(=O)NCc2cccs2)no1	-6	1	1	-4	1	1.1	-6	0.9	6	2
Cc1ccc(S(=O)(=O)N(CCC(=O)O)Cc2ccc(Cl)cc2)cc1	-5	1.1	1	-4	1.1	1	5	1	-2	-6
COC(=O)C1CCN(C(c2cc(OC)c(OC)c(OC)c2)c2sc3nc(C)nn3c2O)CC1 (stereo unspecified)	25	1	1	-4	1	1	4	0.9	14	-12
